Bioassay records as filed in PubChem.
Imprint erasure – qHTS Assay for Compounds that Induce Erasure of Genomic Imprints; mouse ES Peg3-LacZ reporter, beta-gal luminescence, 40 h; AID 1948, 2009; Potency, µM (doses to about 60.7 µM), for the others: at the top dose activity change, positive = activation, hits mostly activators; 110,000 compounds, 0.02% hits;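 further: 0% = negative control wells on the plate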
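Readout: BetaGlo luminescence (5 min, room temp) for LacZ from the normally silent maternal Peg3 allele in female Peg3LacZ-Neo ES cells. Cells 300/well, 40 h, 37C, 5% CO2. Data normalized per plate to negative controls.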
p53ts 39C kill – qHTS Screen for Compounds that Selectively Target Cancer Cells with p53 Mutations: Cytotoxicity of p53ts Cells at the Nonpermissive Temperature. H1299-p53A138V viability at 39C, ATP luminescence, 24 h. AID 902, 2007. Potency, µM (series often up to 46.1 µM), inactives show at the highest dose activity change, negative = cell killing, usual class: cytotoxic. 130,000 compounds, 1.5% hits; further: nearly all actives have a fitted effect of over 55% in size
p53ts 32C kill – qHTS Screen for Compounds that Selectively Target Cancer Cells with p53 Mutations: Cytotoxicity of p53ts Cells at the Permissive Temperature; AID 924, 2007; Potency, µM (doses to about 46.1 µM), for the others: at the highest dose activity change, negative = cytotoxicity, usual class: cytotoxic; H1299-p53A138V at 32C, ATP luminescence viability, 24 h; 130,000 compounds, 0.93% hits;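 further: 0% = DMSO and -100% = full killing by reference compound; nearly all actives have a fitted effect of over 55% in size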
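Cells: H1299 p53ts (A138V), 600/well, pre-incubated 16–30 h at 37C. Cpd up to 46 uM, 24 h, 32C. Readout: ATPlite luminescence, 20 min RT. Normalization: DMSO vs tamoxifen 100 uM. AC50 by Hill equation.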
IkB signaling – IkB Signaling. ABC-DLBCL IkBa-CBG/CBR dual luciferase ratio, 4 h; response scale: scaled: untreated 0%, proteasome inhibitor 100%. Potency, µM (series often up to 57.1 µM), inactives show top-dose IkBa stabilization activation. 110,000 compounds, 0.04% hits. AID 445, 2006; active means well fitted curve in the direction sought with a large enough effect in the signal ratio, not every such curve was filed as active; inconclusive means small, poorly fitted or top-dose-only effect, or a change in a side signal; the % refers to the signal ratio;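 further: the direction sought is a rising ratio; 0% = basal untreated cells and 100% = reference inhibitor full response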
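Luminescence ratio of IκBα-fused green versus native red beetle luciferase in OCI-Ly3 cells, 4 h post-doxycycline with compound; red signal alone, scaled from basal (0%) to zero light (-100%), flagged nonspecific or cytotoxic effects.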
The depositor's hits bear a star; u = inconclusive; x = no result given; & = joins results of further samples; [ ] = remark or other dose. Unless noted, the call rests on the fitted dose curve; in most records, active means well fitted curve in the direction sought with a large enough effect; inconclusive means small, poorly fitted or top-dose-only effect, or another doubt; inactive means no such curve, though single readings can be large; an effect the other way counts as inactive or inconclusive. Unless noted, on the % scale 0 is the no-effect control and ±100 the full control effect; potency means the concentration at half of the fitted maximal effect. This is a subset. The share of hits here may be higher or lower than overall.

Every second line gives: p53ts 39C kill	p53ts 32C kill	IkB signaling	Imprint erasure
CC1=C2CCC3C4CCC(=O)[C@@]4(C)CCC3[C@]2(C)CCC1=O (stereo not given in full)
    0.7%	-5.2%	x	-9.5%
CN[C@@H](Cc1c[nH]c2ccccc12)C(=O)O
    -13.2%	-2.2%	x	-4.6%
C[C@]1(O)CC[C@H]2[C@@H]3[C@@H](O)CC4=CC(=O)CC[C@@]4(C)[C@H]3CC[C@]21C
    -3.3%[9.22 µM]	-3.2%[9.22 µM]	3.8%[11.4 µM]	-8.5%[10.9 µM]
COc1cccc(-c2cc(C(=O)Nc3cnn(Cc4ccc(Cl)cc4Cl)c3)no2)c1
    10µM*	u	3.9%	-7.2%[10.9 µM]
COC(=O)C(O)(c1cn(C)c2ccccc12)C(F)(F)F (stereo not given)
    -11.7%	0.9%	-2.0%	-7.0%
N#Cc1cc2c(nc1SCC(=O)Nc1cc(Cl)ccc1Cl)C1CCN2CC1
    -14.4%	3.4%	x	x
C/C=C(\C)C(=O)O[C@@H]1C(C)=C2[C@H]([C@@H]1OC(=O)CCCCCCC)[C@@](C)(OC(C)=O)C[C@@H](OC(=O)CCC)[C@@]1(O)[C@H]2OC(=O)[C@]1(C)O
    12.6µM*	25.1µM*	3.98µM*	x
COc1ccccc1N=Cc1c(O)n(C)c(=O)n(C)c1=O
    2.4%	2.0%	2.6%	-7.4%
CNC1C2CN3CCC(O2)C13 (stereo not given)
    0.2%	2.1%	x	5.1%
Cc1cc(OCC(=O)OC(C)(C)C)c2c3c(c(=O)oc2c1)CCC3
    -2.5%	-8.7%	-0.1%	0.5%
N#Cc1c(Cl)c(Cl)c(Cl)c(C#N)c1Cl
    6.31µM*	3.98µM*	x	-32.7%[inhibitor]
Cc1ccc(C(C)(C)C)c(OCC(=O)Nc2ccc(Cl)cc2C(=O)c2ccccc2)c1
    20.9%	2.6%	-0.7%	-7.7%[10.9 µM]
O=C(O)[C@H]1C[C@@H]1[C@H](NP(=O)(c1ccccc1)c1ccccc1)c1ccccc1
    -5.6%	3.5%	x	-5.4%
Cc1cc(C)n2nc(SC(C)C(=O)N3CCC4(CC3)OCCO4)nc2n1 (stereo not given)
    3.4%	2.5%	-0.8%	-0.9%
O=C(c1ccccc1Cl)N1CCC(c2nc3ccccc3s2)CC1
    -13.4%	u	-0.5%	-6.2%[10.9 µM]
Cc1ccc(S(=O)ON2CCC(C(=O)O)(c3ccccc3)CC2)cc1 (stereo not given)
    11.4%[9.22 µM]	8.5%[9.22 µM]	2.3%[11.4 µM]	0.3%[10.9 µM]
c1ccc(C[C@@H](c2ccccc2)N2CCCCC2)cc1
    -20.6%	-3.9%	-0.3%	-10.5%
CC[C@]1(O)CC(O[C@@H]2CC(N(C)C)C(O)C(C)O2)c2c(cc3c(c2O)C(=O)c2c(O)ccc(O)c2C3=O)C1C(=O)OC (stereo not given in full)
    -2.4%	7.9%	x	-34.0%[inhibitor]
Cc1ccc(C(=O)COC(=O)c2cccc(NC(=O)c3ccc(Br)cc3)c2)cc1
    7.94µM*	u	u	-15.9%[10.9 µM]
COc1ccc(NC(C)=O)cc1NC(=O)c1cccn(Cc2ccccc2)c1=O
    4.7%	-4.3%	u	-7.2%[10.9 µM]
CN1CC(CO)=C[C@H]2c3cccc4[nH]cc(c34)C[C@H]21
    -4.6%	0.0%	x	-6.9%
Cc1nnc2ccc(-c3cccc(C(F)(F)F)c3)nn12
    -29.9%	-14.2%	-0.2%	-12.5%
C=C1[C@@H]2CC[C@H]3[C@@]4(C)C[C@@H](O[C@@H]5O[C@H](CO)[C@H](OS(=O)(=O)O)[C@@H](OS(=O)(=O)O)[C@@H]5OC(=O)CC(C)C)C[C@@H](C(=O)O)[C@H]4CC[C@@]3(C2)[C@H]1O
    4.6%[20.6 µM]	0.8%[20.6 µM]	1.5%[25.6 µM]	-13.1%[16.8 µM]
O=C(Oc1ccccc1)N1CCC[C@@]2(CCN(Cc3cc(C(F)(F)F)cc(C(F)(F)F)c3)C2)C1
    -8.3%	-9.7%	1.1%[11.4 µM]	x
CCOP(=S)(OCC)c1ccc(N(C)C)cc1
    0.5%	-1.4%	1.6%	-11.8%
Cc1oc2ccc(OC(=O)N(C)C)cc2c1C(=O)OC(C)C
    -1.8%	1.3%	-1.7%	-25.1%
Cc1cccc(CN2C(=O)CN=C(c3ccccc3)c3ccccc32)c1
    5.9%	20.8%	u	-14.4%[10.9 µM]
O=C(O)CCCc1ccc(N(CCCl)CCCl)cc1
    15.7%	-21.9%	-6.0%	-61.5%[inhibitor]
C[N+]1(C)[C@@H]2CC[C@H]1CC(OC(=O)c1c[nH]c3ccccc13)C2 (stereo not given in full)
    u	u	2.0%	x
O=c1cc(C2CCNCC2)[nH][nH]1
    -4.7%	10.8%	-2.0%	-0.8%
CNCC(O)c1cccc(OC(=O)c2ccccc2C)c1 (stereo not given)
    -12.0%	-26.1%	0.5%	-31.7%[inhibitor]
CN1CCCC2(CCN(C(=O)c3ccco3)CC2)C1
    -14.5%	-17.5%	1.3%[11.4 µM]	x
O=c1[nH]c(=S)n(C2CC2)c(O)c1/C=N/Nc1ccccc1
    22.4%	16.4%	x	x
CC(=O)c1c(C)n(CCCOC(C)C)c2ccc(O)cc12
    -12.3%	2.5%	3.2%	-16.0%
Cc1cc(OCc2nn[nH]n2)c2c3c(c(=O)oc2c1)CCC3
    15.5%	9.6%	11.1%	-11.5%
COc1ccc(CC2C(=O)NC(=O)N(c3ccccc3)C2=O)c(OC)c1 (stereo not given)
    10.7%	-19.2%	3.6%	-8.0%
CCOCC(=O)NC1CCSC1=O (stereo not given)
    0.7%	5.7%	0.3%	-6.0%
COCCCn1c(N)c(C(=O)NCCC(C)C)c2nc3ccccc3nc21
    7.7%	25.1%	u	-11.8%
c1ccc(N2CC3(CCNCC3)C2)cc1
    -5.9%	-10.6%	0.4%[11.4 µM]	x
CNc1ccc2oc(C[C@H]3O[C@]4(CC[C@H]3C)O[C@H]([C@H](C)C(=O)c3ccc[nH]3)[C@H](C)C[C@H]4C)nc2c1C(=O)O
    3.16µM*	3.98µM*	u	-27.9%
COc1cc(OC)c2c(c1)OC(c1ccc(OC)c(OC)c1)C(O)C2 (stereo not given)
    0.7%	5.6%	x	-13.4%
CC(=O)c1cccc(NC(=O)c2cc3c(s2)-c2c(C)cccc2OC3)c1
    5.01µM*	10µM*	u	-15.7%[10.9 µM]
OC(CNC1CCCCC1)c1ccccc1 (stereo not given)
    -0.5%	6.9%	0.0%	-12.4%
CCSP1(=S)N=C(N2CCOCC2)C(C#N)=C2CCCN21 (stereo not given)
    9.0%	0.6%	-1.3%	-9.9%
CC(C)CC(N)C1(c2ccc(Cl)cc2)CCC1 (stereo not given)
    u	3.7%	x	-24.6%
C=C1C2CCC3[C@@](CC[C@@H]4C(C(=O)O)CC(OC5OC(CO)C(OS(=O)(=O)O)C(OS(=O)(=O)O)C5OC(=O)CC(C)C)C[C@]34C)(C2)C1O (stereo not given in full)
    -1.1%	-1.5%	x	-26.2%
CCOC(=O)CC1=C(C(=O)OCC)C2(C(=O)Nc3ccccc32)C(C#N)=C(N)O1 (stereo not given)
    0.9%	4.4%	-1.0%	-3.0%
COC(=O)[C@@H]1[C@@H](O)[C@@]2(O)c3c(OC)cc(OC)cc3O[C@@]2(c2ccc(OC)cc2)[C@H]1c1ccccc1
    -2.9%[9.22 µM]	18.5%[9.22 µM]	x	x
C=C(C)[C@H]1[C@H]2OC(=O)[C@@H]1[C@]1(O)C[C@H]3O[C@]34C(=O)O[C@H]2[C@@]14C
    3.8%[20.6 µM]	0.3%[20.6 µM]	-0.4%[25.6 µM]	u
C=CCC1(C(C)CCC)C(=O)N=C(S)NC1=O (stereo not given)
    4.7%	-4.5%	x	1.7%
CC1(C)COC(Nc2ccc(Cl)cc2)=N1
    -4.2%	-7.4%	-0.5%	-15.2%
CC(C)[C@@]1(NC(=O)[C@@H]2C[C@H]3c4cccc5[nH]cc(c45)C[C@@H]3N(C)C2)O[C@]2(O)[C@H]3CCCN3C(=O)CN2C1=O
    -1.3%[20.6 µM]	-7.8%[20.6 µM]	-3.2%[25.6 µM]	15.8%[16.8 µM]
Cc1[nH]c2ccccc2c1CN(C)C
    -5.9%	-3.4%	x	-8.1%
CC(=O)Nc1cc(C(=O)N2CCC3(CC2)OCCO3)ccc1S(=O)(=O)c1ccc(C)cc1
    -0.9%	5.3%	-0.4%	-4.0%
N[C@@H](CP(=O)(O)O)C(=O)O
    -6.4%[9.22 µM]	-3.1%[9.22 µM]	0.3%[11.4 µM]	-7.1%[10.9 µM]
O=C(O)c1cc2ccccc2oc1=O
    2.6%	10.5%	8.8%	5.1%
CC(C)(C)c1cc(C#N)cc(Br)c1OP(=O)(Oc1c(Br)cc(C#N)cc1C(C)(C)C)c1ccccc1
    0.2%[9.22 µM]	4.3%[9.22 µM]	2.5%[11.4 µM]	-4.5%[10.9 µM]
COCCCn1c(N)c(C(=O)OCCOC)c2nc3ccccc3nc21
    -1.9%	2.6%	0.2%	-0.9%
COC(=O)[C@@H]1C[C@@]1(C)[C@@H](NP(=O)(c1ccccc1)c1ccccc1)c1ccccc1
    -10.3%	-4.4%	x	9.9%
CC(=O)Nc1cc([As](=O)(O)O)ccc1O
    8.0%	11.6%	x	-14.6%

More structures.
Every second line gives: p53ts 39C kill	p53ts 32C kill	IkB signaling	Imprint erasure
C[N+](C)(C)CCOC(=O)CBr
    20.3%	8.2%	-6.4%	-6.1%
Nc1ccnn1C1CCNCC1
    1.5%	-4.4%	-0.8%	x
COc1cc(OC)c(OC)cc1C=O
    13.6%	-12.0%[1.84 µM]	0.9%	2.4%&0.8%
CCC(C)C1O[C@]2(C=CC1C)CC1CC(C/C=C(\C)[C@H](OC3CC(OC)C(O[C@H]4CC(OC)[C@@H](O)C(C)O4)C(C)O3)[C@@H](C)/C=C/C=C3\COC4C(O)C(C)=C[C@H](C(=O)O1)[C@@]34O)O2 (stereo not given in full)
    -7.3%	-28.4%	x	-12.4%
CCN1C[C@]2(COC)C(O)C[C@H](OC)[C@@]34C5C[C@]6(O)C(OC)C(O)[C@](OC(C)=O)(C5C6OC(=O)c5ccccc5)C(C(OC)C23)C14 (stereo not given in full)
    1.0%	-5.0%	x	13.2%
N#Cc1cccc(NC(=O)CSc2nc3c(cc2C#N)N2CCC3CC2)c1
    12.6%	-17.1%	-0.5%	-14.0%[10.9 µM]
C[C@@H](Cc1ccc(OCC(=O)O)cc1)NC[C@H](O)c1cccc(Cl)c1
    6.4%&10.5%	-1.5%&18.9%	0.4%&6.3%	-2.5%
NC(=O)Nc1cccc(C(F)(F)F)c1
    -4.8%	4.1%	-5.0%	0.8%
O=C(O)CBr
    -12.2%	-3.5%[1.84 µM]	-0.7%	-5.6%
COC(=O)c1cncn1C(C)c1ccccc1 (stereo not given)
    7.9%	0.7%	1.6%	-8.9%
CCC12CCCN3CCC4(c5ccc(OC)c(O)c5N(C(C)=O)C4CC1)C32 (stereo not given)
    -7.0%	-8.9%	x	-11.4%
N[C@H](CCl)C(=O)O
    20.6%	12.9%	5.6%	x

Two records drawn at random from those above:
Every second line gives: p53ts 39C kill	p53ts 32C kill	IkB signaling	Imprint erasure
N#Cc1cccc(NC(=O)CSc2nc3c(cc2C#N)N2CCC3CC2)c1
    12.6%	-17.1%	-0.5%	-14.0%[10.9 µM]
N[C@H](CCl)C(=O)O
    20.6%	12.9%	5.6%	x
